HDAC3 inhib: HDAC3 deacetylase inhibitors, primary screen, biochemical, fluorescence, cell-free homogeneous; Histone deacetylase 3 (Homo sapiens), O15379; recombinant HDAC3, fluorogenic peptide/trypsin coupled; inhibition, % at 8.3 µM; actives 0.15% (n = 320,000); AID 2718, 2010; in the data active = inhibition above about 26%, passing the limit was not always enough; inconclusive = no clear call, values can overlap the other calls
Target sequence (O15379 whole entry, looked up): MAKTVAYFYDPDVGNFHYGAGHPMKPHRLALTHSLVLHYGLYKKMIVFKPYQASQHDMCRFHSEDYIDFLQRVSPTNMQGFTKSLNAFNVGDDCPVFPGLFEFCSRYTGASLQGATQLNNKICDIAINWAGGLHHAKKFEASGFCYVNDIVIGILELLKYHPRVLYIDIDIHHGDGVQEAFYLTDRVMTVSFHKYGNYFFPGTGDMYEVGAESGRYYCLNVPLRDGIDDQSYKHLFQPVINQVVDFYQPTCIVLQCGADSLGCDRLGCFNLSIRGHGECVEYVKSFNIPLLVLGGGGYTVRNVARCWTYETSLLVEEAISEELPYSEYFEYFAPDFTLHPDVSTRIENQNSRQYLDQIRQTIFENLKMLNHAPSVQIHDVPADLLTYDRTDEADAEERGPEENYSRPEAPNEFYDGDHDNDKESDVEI
HIF act: HIF pathway transcriptional activators, primary screen, cell-based, U2OS HRE-luciferase, luminescence; U2OS HRE-luciferase reporter; normalized: DMSO 0%, desferrioxamine 100%; activation, % at 7.5 µM (by protocol); actives 0.32% (n = 300,000);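 active = mean activation of at least 10% of the iron chelator positive control signal, with at least half of replicates also reaching 10%; inconclusive = mean and replicate majority disagree about reaching 10%; inactive = mean and most replicates under 10%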
HSF-1 act: HSF-1 activators, primary screen, NIH3T3-HGL cells, MG132 stress, luminescence, single point; NIH3T3-HGL HSF-1 luciferase reporter, 8 h; 100% = twice DMSO control signal; activation, % at 9 µM; actives 1.7% (n = 300,000); AID 504408, 2011;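 active = mean replicate activation of at least 50% with a set share of replicates each reaching 50%; inconclusive = only one of those two conditions met; inactive = mean below 50% and too few replicates reaching it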;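 also: 0% = median of the neutral control wells and 100% = twice that signal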
IEC-6 tox: cytotoxicity in IEC-6 intestinal epithelial cells, primary screen, cytotoxicity control for KLF5 inhibitor project, cell-based, luminescence | AID 1825, 2009 | IEC-6 cytotoxicity, luminescence viability | actives 0.78% (n = 290,000) | inhibition, % at 5 µM; in the data active = inhibition above about 22%;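 also: 0% = plate median of test compound wells and 100% = cytotoxic reference compound wells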
HSF1 inh: HSF1 inhibitors in luciferase reporter cells, primary screen, cell-based, NIH3T3, luminescence; actives 0.77% (n = 300,000); activity change, negative = inhibition, % at 7.5 µM (by protocol); AID 2098, 2009; NIH3T3-HGL HSE-luciferase, MG132-induced, luminescence 8 h; stronger effect = lower value;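 active = more than half of replicate wells show activity change below -50%, luminescence cut by over half; inconclusive = some wells, but at most half, below -50%; inactive = no replicate well below -50%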;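 also: luciferase reports HSF-1 transcriptional activity via heat shock element; 0% = median of DMSO wells and -100% = zero luminescence signal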
AI-2 QS mod: Vibrio harveyi AI-2 quorum sensing modulators, primary screen, JMH597 strain, luminescence/OD600 ratio. Vibrio harveyi JMH597 AI-2 luminescence/OD600 ratio, 9 h; stronger effect = lower value; strain lacks LuxN and CqsS sensors; 0 = neutral-control median. activity change, % at 7.5 µM. actives 0.4% (n = 300,000); in the data active = activity change below about -75%, passing the limit was not always enough; inconclusive = no clear call, values can overlap the other calls;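 also: luminescence divided by OD600 gain over 9 h not by final OD600 alone; inactives centre near 13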
aSyn 5UTR inh: MLPCN primary screen, SNCA 5' untranslated region; alpha-synuclein 5'UTR reporter, inhibitor activity; inhibition, % (tested at 7.5 µM); actives 0.82% (n = 300,000); AID 1813, 2009; in the data active = inhibition above about 60%; inconclusive = no clear call, values can overlap the other calls;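 also: H4 neuroglioblastoma cells stably carrying SNCA 5'UTR luciferase fusion; 0% = DMSO wells and 100% = positive control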
Platelet DG rel: inhibitors of platelet dense granule secretion, primary screen, cell-based, MLPCN, human platelets | actives 0.22% (n = 300,000) | human platelet-rich plasma, SFLLRN dense granule ATP release, luminescence | inhibition, %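 (compounds screened at 7.5 µM in platelet-rich plasma)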 | AID 1663, 2009;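 active = mean replicate score, as percent of positive control, at or above 50; inconclusive = mean below 50 but at least one replicate at or above 50; inactive = mean and every replicate below 50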
HSP90 refold inh: HSP90 inhibitors, primary screen, cell lysate, luminescence. AID 1789, 2009. actives 0.91% (n = 290,000). inhibition, % at 5.6 µM. Heat shock protein HSP 90 (rabbit reticulocyte lysate; luciferase refolding). Rabbit reticulocyte lysate, luciferase refolding luminescence, 3 h;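 active = inhibition above the screen-wide mean plus 3 SD, computed separately per campaign, cut at about 16% in these data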;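 also: 0% = DMSO wells and 100% = 60 µM geldanamycin wells; inhibitors lower the luminescence because luciferase stays unfolded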
KLF5 inhibitor: KLF5 expression inhibitors, primary screen, DLD-1 cells, luminescence | actives 0.23% (n = 290,000) | inhibition, % at 5 µM | DLD-1 KLF5 promoter-luciferase reporter;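 active = inhibition above a per-plate limit of that plate's mean compound inhibition plus 3 SD, cut at about 60% in these data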;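 also: 0% = DMSO wells and 100% = LY294002 at 200 µM; higher means less KLF5 promoter-driven luciferase light; inactives centre near -14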
* hit, by the source's call.

The opening two compounds, ahead of the listing:
Screening COc1cc(C(=O)NCc2ccc(S(N)(=O)=O)cc2)ccc1OCC(=O)Nc1cccc(C(F)(F)F)c1 returned HDAC3 inhib -13, HIF act -0.5, HSF-1 act -4, HSF1 inh -1, aSyn 5UTR inh 2 and Platelet DG rel -3.
Screening CSc1ccccc1NC(=O)Nc1cccc(Cl)c1C returned HDAC3 inhib -3, HIF act -0.4, HSF-1 act 1, IEC-6 tox 8, HSF1 inh 0, AI-2 QS mod 36, aSyn 5UTR inh 14, Platelet DG rel 2, HSP90 refold inh 2 and KLF5 inhibitor 11.

The listing, previewed entries included:
Screening COc1cc(C(=O)NCc2ccc(S(N)(=O)=O)cc2)ccc1OCC(=O)Nc1cccc(C(F)(F)F)c1 returned HDAC3 inhib -13, HIF act -0.5, HSF-1 act -4, HSF1 inh -1, aSyn 5UTR inh 2 and Platelet DG rel -3.
Screening CSc1ccccc1NC(=O)Nc1cccc(Cl)c1C returned HDAC3 inhib -3, HIF act -0.4, HSF-1 act 1, IEC-6 tox 8, HSF1 inh 0, AI-2 QS mod 36, aSyn 5UTR inh 14, Platelet DG rel 2, HSP90 refold inh 2 and KLF5 inhibitor 11.
Screening Cc1c(C(=O)N(C)Cc2cccc(F)c2)oc2c(Cl)cccc12 returned HDAC3 inhib -2, HIF act -0.2, HSF-1 act -4, IEC-6 tox 10, HSF1 inh 3, AI-2 QS mod 3, aSyn 5UTR inh 40, Platelet DG rel 3, HSP90 refold inh 3 and KLF5 inhibitor 13.
`Cc1ccn2cc(CNS(=O)(=O)c3ccc4c(c3)OCCO4)nc2c1` gave HDAC3 inhib 5, HIF act 0.2, HSF-1 act 1, IEC-6 tox -4, HSF1 inh 1, AI-2 QS mod 3, aSyn 5UTR inh 22, Platelet DG rel 0, HSP90 refold inh 2 and KLF5 inhibitor -38.
For O=C(Nc1ccc(S(=O)(=O)N2CCOCC2)cc1)c1ccccc1Br the results were HDAC3 inhib 0, HIF act -1.0, HSF-1 act -3, IEC-6 tox 8, HSF1 inh -6, AI-2 QS mod 16, aSyn 5UTR inh -10, Platelet DG rel -2, HSP90 refold inh -3 and KLF5 inhibitor -1.
`Cc1onc(-c2ccccc2)c1C(=O)N1CCN(c2ncccc2C(F)(F)F)CC1` gave HDAC3 inhib 9, HIF act 0.5, HSF-1 act -6, IEC-6 tox 6, HSF1 inh 2, AI-2 QS mod 23, aSyn 5UTR inh 5, Platelet DG rel -5, HSP90 refold inh -4 and KLF5 inhibitor -29.
Screening N#CCC(N)=C(C#N)C#N returned HDAC3 inhib -5, HIF act 0.0, HSF-1 act -4, IEC-6 tox 2, HSF1 inh -5, AI-2 QS mod 21, aSyn 5UTR inh 1, Platelet DG rel 2, HSP90 refold inh 0 and KLF5 inhibitor -11.
For CN(C)CCCNS(=O)(=O)c1cc(Cl)ccc1Cl the results were HDAC3 inhib -1, HIF act 0.0, HSF-1 act -4, IEC-6 tox 4, HSF1 inh -1, AI-2 QS mod 33, aSyn 5UTR inh -10, Platelet DG rel 1, HSP90 refold inh 4 and KLF5 inhibitor -20.
For CC(=O)c1ccc(NC(=O)Nc2ccc(NS(=O)(=O)c3ccc(C)cc3)cc2)cc1 the results were HDAC3 inhib 17, HIF act -0.1, HSF-1 act 5, IEC-6 tox 4, HSF1 inh 7, AI-2 QS mod 29, aSyn 5UTR inh -10, Platelet DG rel -3, HSP90 refold inh -6 and KLF5 inhibitor -18.
For CCN(CC)C(=O)c1cc2cc([N+](=O)[O-])ccc2s1 the results were HDAC3 inhib -4, HIF act 0.1, HSF-1 act -54, IEC-6 tox 0, HSF1 inh inconclusive, AI-2 QS mod 20, aSyn 5UTR inh -16, Platelet DG rel 2, HSP90 refold inh 3 and KLF5 inhibitor -32.
CC(C)=CCc1cc(-c2oc3cc(O)cc(O)c3c(=O)c2O)ccc1O was read as HDAC3 inhib 9, HIF act 1.2, HSF-1 act -12, HSF1 inh 2, AI-2 QS mod 15, aSyn 5UTR inh -43 and Platelet DG rel 0.
For COc1ccc(C(C)=O)cc1CSc1nc(C)cc(C)n1 the results were HDAC3 inhib -5, HIF act -0.4, HSF-1 act 1, IEC-6 tox -2, HSF1 inh 0, AI-2 QS mod 27, aSyn 5UTR inh 15, Platelet DG rel -3, HSP90 refold inh -3 and KLF5 inhibitor -17.
`CC1CCN(C(=O)CCc2ccc(S(=O)(=O)NC(C)C)cc2)CC1` gave HDAC3 inhib -2, HIF act -0.4, HSF-1 act -13, IEC-6 tox -4, HSF1 inh -6, AI-2 QS mod 2, aSyn 5UTR inh -18, Platelet DG rel 1, HSP90 refold inh -3 and KLF5 inhibitor -39.
For COc1ccc(C(=O)OCC2CC(c3ccccc3)N(C)O2)cc1 (centres undefined) the results were HDAC3 inhib 3, HIF act -0.2, HSF-1 act 7, IEC-6 tox 0, HSF1 inh -3, AI-2 QS mod -58, aSyn 5UTR inh 5, Platelet DG rel -6, HSP90 refold inh -1 and KLF5 inhibitor 12.
`COc1ccc(Cl)cc1NC(=O)CN(C)C(=O)c1cc2ccccc2cc1O` gave HDAC3 inhib 2, HIF act -2.0, HSF-1 act 33, HSF1 inh 24, AI-2 QS mod 28, aSyn 5UTR inh -6 and Platelet DG rel -1.
For Cc1ccc(CN2CCN(c3ccccc3)CC2)o1 the results were HDAC3 inhib -1, HIF act 1.2, HSF-1 act -4, IEC-6 tox -3, HSF1 inh -8, AI-2 QS mod 11, aSyn 5UTR inh -11, Platelet DG rel -1, HSP90 refold inh -5 and KLF5 inhibitor -11.
CC(C)N1CCc2c(sc(NC(=O)c3ccco3)c2C(N)=O)C1 was read as HDAC3 inhib -1, HIF act 1.2, HSF-1 act 7, IEC-6 tox -4, HSF1 inh 1, AI-2 QS mod 17, aSyn 5UTR inh -30, Platelet DG rel -24, HSP90 refold inh 3 and KLF5 inhibitor -30.
COc1ccccc1CNC(=O)CSc1nc(=O)n(Cc2ccncc2)c2c1CCC2 was read as HDAC3 inhib 1, HIF act -0.2, HSF-1 act -6, HSF1 inh -1, AI-2 QS mod 10, aSyn 5UTR inh 11 and Platelet DG rel 11.
`C/C(Cc1ccccc1)=N\NC(=O)CNC(=O)c1ccc(Cl)cc1` gave HDAC3 inhib -3, HIF act 0.1, HSF-1 act -16, IEC-6 tox -2, HSF1 inh -11, AI-2 QS mod 18, aSyn 5UTR inh 5, Platelet DG rel 13, HSP90 refold inh 10 and KLF5 inhibitor -42.
Screening O=C(c1ccccc1)c1ccc2ccccc2n1 returned HDAC3 inhib 1, HIF act 0.6, HSF-1 act 17, IEC-6 tox -5, HSF1 inh 16, AI-2 QS mod 6, aSyn 5UTR inh -15, Platelet DG rel 0, HSP90 refold inh 0 and KLF5 inhibitor -44.
For O=C(CSc1nnc(-c2ccc(O)cc2)o1)Nc1cccc(O)c1 the results were HDAC3 inhib 0, HIF act 1.2, HSF-1 act 42, IEC-6 tox 2, HSF1 inh 21, AI-2 QS mod 25, aSyn 5UTR inh -51, Platelet DG rel -3, HSP90 refold inh 0 and KLF5 inhibitor -3.
Screening O=C(CCc1nnc(Cc2ccc(-c3ccccc3)cc2)o1)NCCc1ccccn1 returned HDAC3 inhib -14, HIF act -0.3, HSF-1 act 0, IEC-6 tox 8, HSF1 inh 1, AI-2 QS mod 16, aSyn 5UTR inh 12, Platelet DG rel 0, HSP90 refold inh 4 and KLF5 inhibitor -29.
Screening CCCCC(=O)Nc1nnc(SCC(=O)N2CCN(c3ccccc3OC)CC2)s1 returned HDAC3 inhib -9, HIF act -0.5, HSF-1 act 10, IEC-6 tox 1, HSF1 inh -1, AI-2 QS mod 33, aSyn 5UTR inh 5, Platelet DG rel -3, HSP90 refold inh -2 and KLF5 inhibitor -10.
`Cc1ccc(NC(=O)CC(=O)Nc2ccc(C)c(C)c2)cc1C` gave HDAC3 inhib inconclusive, HIF act -0.2, HSF-1 act -1, IEC-6 tox -3, HSF1 inh -14, AI-2 QS mod -4, aSyn 5UTR inh 1, Platelet DG rel -1, HSP90 refold inh -3 and KLF5 inhibitor -29.
Cc1n[nH]c(C)c1S(=O)(=O)N1CCC(C(=O)Nc2cccc(F)c2)CC1 was read as HDAC3 inhib -3, HIF act 2.0, HSF-1 act 7, IEC-6 tox -3, HSF1 inh -5, AI-2 QS mod 38, aSyn 5UTR inh -3, Platelet DG rel -20, HSP90 refold inh -2 and KLF5 inhibitor 0.
`O=C(c1ccco1)N1CCN(C23CC4CC(CC(C4)C2)C3)CC1` gave HDAC3 inhib -5, HIF act 0.0, HSF-1 act -2, IEC-6 tox -1, HSF1 inh -1, AI-2 QS mod 4, aSyn 5UTR inh -8, Platelet DG rel -10, HSP90 refold inh -5 and KLF5 inhibitor -20.
Screening Cc1n[nH]c(C)c1CS(=O)(=O)c1ccccc1 returned HDAC3 inhib -3, HIF act 0.0, HSF-1 act 0, IEC-6 tox -10, HSF1 inh -2, AI-2 QS mod 13, aSyn 5UTR inh 15, Platelet DG rel -3, HSP90 refold inh 0 and KLF5 inhibitor -11.
`C=CCn1c(N)cc(=O)nc1SCC(=O)Nc1ccc(C(=O)OC)cc1` gave HDAC3 inhib 2, HIF act 0.1, HSF-1 act 6, IEC-6 tox 0, HSF1 inh 1, AI-2 QS mod 11, aSyn 5UTR inh -4, Platelet DG rel 1, HSP90 refold inh 2 and KLF5 inhibitor -17.
`CC1(C)Cc2c(c(-c3ccco3)nc3sc4c(NCCO)ncnc4c23)CO1` gave HDAC3 inhib -3, HIF act -0.2, HSF-1 act -14, IEC-6 tox 0, HSF1 inh -5, AI-2 QS mod 12, aSyn 5UTR inh 34, Platelet DG rel 2, HSP90 refold inh 3 and KLF5 inhibitor -16.
Screening CC1=Cc2ccccc2C(C#N)N1C(=O)c1ccccc1 (centres undefined) returned HDAC3 inhib 1, HIF act 0.3, HSF-1 act 9, IEC-6 tox 2, HSF1 inh -1, AI-2 QS mod 5, aSyn 5UTR inh -12, Platelet DG rel 2, HSP90 refold inh -1 and KLF5 inhibitor 1.
For C/C(=N/OC(=O)c1ccc(F)cc1)c1ccc(C)cc1 the results were HDAC3 inhib 2, HIF act 0.1, HSF-1 act 18, IEC-6 tox 3, HSF1 inh -2, AI-2 QS mod 9, aSyn 5UTR inh 0, Platelet DG rel 0, HSP90 refold inh 1 and KLF5 inhibitor -40.
Screening N#C/C(=C\c1cc([N+](=O)[O-])c(N2CCOCC2)cc1N1CCOCC1)c1nc2ccccc2[nH]1 returned HDAC3 inhib 1, HIF act 0.4, HSF-1 act -1, IEC-6 tox 0, HSF1 inh 0, AI-2 QS mod 10, aSyn 5UTR inh -92, Platelet DG rel 7, HSP90 refold inh 1 and KLF5 inhibitor -20.

Screens deposited in PubChem by several laboratories.
